Screening data from PubChem.
SRC3 inh: human NCOA3 inhibition; AID 588352; 0.17% of 360,000 active; Q9Y6Q9; inhibition, % at 3.6 µM; HEK293 GAL4-SRC3 luciferase reporter, luminescence;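 active = inhibition above a per-campaign cutoff, the mean of all compounds plus 3 SD, cut at about 60% in these data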;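 note: 0% = DMSO-treated cells and 100% = gossypol-treated cells at 36 µM; higher means less SRC3-driven luciferase light from the GAL4 reporter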
NR2F2 inh: inhibitors of human COUP-TFII (NR2F2); inhibition, % at 8.6 µM; 0.7% of 370,000 active; HEK293T NGFI-A luciferase reporter, luminescence;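 active = inhibition above a per-plate cutoff, mean inhibition of test wells between control levels plus 3 SD, cut at about 38% in these data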;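 note: cells cotransfected with COUP-TFII expression vector driving the NGFI-A reporter; 0% = median of COUP-TF2 test wells and 100% = reporter-only cells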
EBV LMP1 NFkB: reduces LMP1-driven NF-kappaB luciferase signal | LMP1-induced NF-kappaB luciferase reporter cells, luminescence | inhibition, % at 12.5 µM | 0.69% of 350,000 active; in the data active = inhibition above about 41%;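 note: 0% = neutral control wells and 100% = reference inhibitor control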
TWEAK-Fn14 inh: TWEAK-Fn14 signaling inhibition. TWEAK-stimulated Fn14 reporter cells, luciferase luminescence, 8 h. inhibition, % at 10 µM. 2% of 360,000 active; in the data active = inhibition above about 50%
TLR9-MyD88 block: blocks human TLR9 binding to MyD88. CHO BLA complementation TLR9-MyD88, CCF4 FRET ratio. Q9NR96+Q99836. 0.21% of 340,000 active. AID 504734. inhibition, % at 4.98 µM;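 active = inhibition above the mean over all tested compounds plus 3 SD, cut at about 21% in these data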;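 note: 0% = DMSO only wells and 100% = clavulanate BLA inhibitor control wells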
NR5A2 inv ag: inverse agonists of human LRH-1 (NR5A2) | O00482 | HEK293T StAR-luciferase reporter, LRH-1 transfected, 24 h | inhibition, % at 3.6 µM | 0.13% of 360,000 active;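 active = inhibition above the mean inhibition of all tested compounds plus 3 SD, cut at about 73% in these data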;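 note: 0% = DMSO wells and 100% = reporter-only cells lacking LRH-1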
SRC1 inh: human NCOA1 inhibition; HEK293 GAL4-SRC1 luciferase reporter, luminescence; inhibition, % at 3.6 µM; 0.12% of 360,000 active; AID 588354;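 active = inhibition above the campaign mean plus 3 SD, with each screening campaign given its own cutoff, cut at about 60% in these data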;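 note: 0% = DMSO treated cells and 100% = gossypol at 36 µM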
NOD2-RIPK2 inh: inhibitors of human NOD2-RIPK2 interaction; CHO BLA complementation NOD2-RIPK2, CCF4 ratio; inhibition, % at 4.98 µM; 0.38% of 360,000 active; in the data active = inhibition above about 21%;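 note: 0% = vehicle only and 100% = reference blocker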
NCOA2 inhibitor: human SRC2 (NCOA2) inhibition. 0.17% of 370,000 active. inhibition, % at 9 µM. HEK293 GAL4-SRC2 luciferase reporter, luminescence. Q15596;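 active = inhibition above the mean inhibition of all tested compounds plus 3 SD, set per campaign, cut at about 52% in these data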;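 note: 0% = DMSO treated cells and 100% = cells given Gossypol at 36 µM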
TROY NFkB inh: blocks TROY-dependent signaling in reporter cells; Q293 LMP1-TROYcd NF-kB luciferase reporter, 4 h; inhibition, % at 10 µM; 0.98% of 360,000 active;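 active = compounds whose plate-normalised and pattern-corrected inhibition of the luciferase reporter signal at the single screening dose is 50% or more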
C8 TRAIL sens: caspase-8 TRAIL sensitization | NB7+C8 cells + TRAIL, ATPlite viability luminescence | inhibition (viability loss, TRAIL sensitization), % at 10 µM | 1% of 360,000 active | AID 624354;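 active = compounds causing at least 50% loss of cell viability in the single-dose screen, relative to plate controls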
The depositor's hits bear a star; · = no result given; & = joins results of further samples. Some of the compounds tested; the hit share may differ from the screen's.

SMILES	SRC3 inh	NR2F2 inh	EBV LMP1 NFkB	TWEAK-Fn14 inh	TLR9-MyD88 block	NR5A2 inv ag	SRC1 inh	NOD2-RIPK2 inh	NCOA2 inhibitor	TROY NFkB inh	C8 TRAIL sens
Cc1ccc(S(=O)(=O)CCC(=O)Nc2cccc(C)c2)cc1	27	3	0	-11	-11	4	0	-1	-10	9	1
COc1ccc2c(-c3ccc(S(N)(=O)=O)cc3)c(-c3ccc(S(C)(=O)=O)cc3)sc2c1	8	-10	-15	28	2	27	12	4	7	29	-10
Cc1nnc(SCC(=O)Nc2nsc(-c3ccccc3)n2)s1	-5	-8	2	9	0	-9	5	6	-6	-19	3
CCN(C(=O)COC(=O)c1cc(NS(=O)(=O)c2ccc(Cl)c([N+](=O)[O-])c2)ccc1O)C1CCCCC1	13	4	-5	18	-2	10	-12	1	8	23	-8
CCOCCCNS(=O)(=O)c1cc2[nH]c3c(c2cc1C)C(=O)CC(C)(C)C3	2	19	7	15	2	-11	2	-16	19	-6	-7
COc1ccc(C2CC(c3cccs3)=NN2C(=O)CSc2nc(=O)n3cc(C)ccc3n2)cc1 (centres undefined)	0	5	2	-24	-5	4	-24	-5	-22	-15	11
O=C(Cc1ccsc1)NNC(=O)c1ccccc1Cl	-15	-3	3	23	0	11	15	-1	-59	-12	-7
Cc1ccc(C)c(NC(=O)CN(C)C(=O)C2CCN(S(=O)(=O)c3ccc4c(c3)OCCO4)CC2)c1	8	-10	4	-14	-1	-5	4	6	-11	11	7
CCn1cnc2c1c(=O)n(Cc1nnc3n1-c1ccccc1SC3)c(=O)n2Cc1ccccc1	-4	10	8	10	0	1	7	-3	9	·	-6
CCN1CCc2c(OCC(=O)N3CCCCC3)cccc2C1=O	9	0	-3	6	-1	-5	-3	-2	0	-1	5
COc1cccc(NC(=S)N2CCN(C)CC2)c1	2	2	-38	-7	-4	7	0	-1	7	7	2
O=C1CN(C(=O)COC(=O)c2ccc(N3CCCCCC3)c([N+](=O)[O-])c2)c2ccccc2N1	14	3	6	-6	7	5	-27	13	-13	-1	1
O=C1CCc2cc(S(=O)(=O)NCc3ccc(F)cc3)cc3c2N1CCC3	8	9	6	12	-1	-1	-49	3	-15	-8	-6
Nn1c(SCCOc2ccc(Cl)cc2)nnc1-c1cccnc1	11	23	15	-5	1	13	-13	-3	6	5	27
CCN(C(=O)COC(=O)c1ccccc1Oc1ccccc1)c1c(N)n(Cc2ccccc2)c(=O)[nH]c1=O	-28	25	-3	-21	10	-4	9	-17	12	-2	-8
O=C(NCCc1cccs1)C1CCC(=O)N(CCc2cccc(F)c2)C1 (centres undefined)	-4	-10	0	3	-6	4	10	4	17	1	-12
COc1ccc(C(=O)Nc2ccc(O)c3c(=O)cc(-c4cccc(Cl)c4)oc23)cc1	-5	-12	3	36	-3	7	-13	-10	0	9	16
CCOc1ccc(S(=O)(=O)NCc2ccncc2)cc1	6	70*	-2	25	7	47	9	-2	10	21	11
O=C([O-])c1ccccc1-[n+]1c(-c2ccccc2)cc(-c2ccccc2)cc1-c1ccccc1	7	10	21	8	0	9	-2	0	10	17	-10
Cc1occc1-c1nnc(SCC(=O)N(C)CCC#N)n1N	-21	-5	1	-1	-12	-21	-4	2	5	5	-14
O=C(NNC(=O)c1ccccc1[N+](=O)[O-])Nc1ccc(Cl)cc1	-6	-31	4	-6	7	-18	-18	-1	2	-21	-2
O=C1SC(SC(=Nc2ccccc2)Nc2ccccc2)C(=O)N1c1ccccc1 (centres undefined)	-65&-39	-40	1&-26	-5&9	-9&-2	-137&-131	-93&-83	1&3	-65	-35&-33	4&-4
Cc1ccc(OCCC(=O)NNC(=O)c2nn(C)c(=O)c3ccccc23)cc1	5	-5	8	2	-8	-16	-4	6	4	-6	10
CCCCOc1ccc(S(=O)(=O)NC(=O)C2(C)CCN2C(=O)Cc2cccs2)cc1 (centres undefined)	2	-15	·	3	·	10	5	-1	-1	4	-9
COc1ccc2c(CC(=O)NC3CCCc4ccccc43)coc2c1 (centres undefined)	0	0	6	-3	10	-11	-20	7	-9	8	-1

Four compounds already listed, arranged by molecular weight, low to high:
SMILES	SRC3 inh	NR2F2 inh	EBV LMP1 NFkB	TWEAK-Fn14 inh	TLR9-MyD88 block	NR5A2 inv ag	SRC1 inh	NOD2-RIPK2 inh	NCOA2 inhibitor	TROY NFkB inh	C8 TRAIL sens
Cc1occc1-c1nnc(SCC(=O)N(C)CCC#N)n1N	-21	-5	1	-1	-12	-21	-4	2	5	5	-14
O=C1SC(SC(=Nc2ccccc2)Nc2ccccc2)C(=O)N1c1ccccc1 (centres undefined)	-65&-39	-40	1&-26	-5&9	-9&-2	-137&-131	-93&-83	1&3	-65	-35&-33	4&-4
O=C([O-])c1ccccc1-[n+]1c(-c2ccccc2)cc(-c2ccccc2)cc1-c1ccccc1	7	10	21	8	0	9	-2	0	10	17	-10
CCCCOc1ccc(S(=O)(=O)NC(=O)C2(C)CCN2C(=O)Cc2cccs2)cc1 (centres undefined)	2	-15	·	3	·	10	5	-1	-1	4	-9

(next part)
SMILES	SRC3 inh	NR2F2 inh	EBV LMP1 NFkB	TWEAK-Fn14 inh	TLR9-MyD88 block	NR5A2 inv ag	SRC1 inh	NOD2-RIPK2 inh	NCOA2 inhibitor	TROY NFkB inh	C8 TRAIL sens
Cc1ccc(NC(=O)CS(=O)(=O)c2c[nH]c3ccccc23)c(C)c1	0	2	20	9	11	-5	10	2	-21	1	-20
COC(=O)[C@@]12CCCCN1[C@H](c1ccc(-c3cccc(Cl)c3)cc1)[C@H]1C(=O)N(C)C(=O)[C@H]12	0	-2	7	14	6	-3	6	3	-4	-13	11
COc1cc(C(=O)NCCNC(=O)c2ccco2)cc(OC)c1OC	-19	0	12	0	-2	-70	-21	-7	0	6	6
CC(=O)Oc1ccc(-c2csc(Nc3cccnc3)n2)cc1	-15	2	0	-20	7	-13	-30	5	-18	-20	-13
COC(=O)c1ccc(N(CC(=O)NC2CCCCC2)C(=O)CNC(=O)c2ccco2)cc1	7	-1	-5	-17	6	17	8	1	-23	6	1
Cc1cc(C)c2nc(-c3ccccn3)cc(C(=O)Nc3ccc(S(=O)(=O)Nc4onc(C)c4C)cc3)c2c1	3	·	-4	8	·	-8	-2	-7	·	15	-6
C=CCC1(C(=O)N(C)Cc2ccccc2)CCN(C(=O)OC(C)(C)C)CC1	-19	2	2	4	6	-7	2	9	1	7	22
CC(C)C(NC(=O)c1ccc(Cl)c([N+](=O)[O-])c1)C(=O)NCc1ccccn1 (centres undefined)	3	18	5	-12	9	6	-6	1	-14	-28	-3
CSc1nsc(SCC(=O)Nc2ccc(F)cc2F)n1	-56	-14	-13	-26	-2	-34	-109	2	-35	-53	6
CCn1ccnc1CN(C)Cc1cn(C)nc1-c1ccccc1F	7	-2	-6	0	7	3	3	-11	-6	13	-9
Cc1ccc(-c2nc3ccccc3c(=O)n2CCCN2CCOCC2)cc1	5	7	-11	9	-4	8	-6	-9	-45	-23	4
CCOC(=O)c1cc(NC(=O)Nc2nccs2)c(C)nc1C	13	2	-6	-1	12	25	9	0	-22	0	-9
Cc1ccccc1Sc1ccc(N)cn1	10	14	·	11	·	10	-5	-6	-23	12	-7
Cc1ccc(S(=O)(=O)N2CCN(C(=O)/C=C/c3ccco3)CC2)cc1	18	13	0	11	4	2	13	7	3	-12	-12
COC(CNC(=O)C1CCN(C(=O)c2cc3oc(C)cc3n2Cc2c(F)cccc2Cl)CC1)OC	19	9	-4	3	0	19	2	3	10	8	-12
CCCn1cnc2c(N)c(C)c(C)cc21	2	0	-2	-3	-12	1	-5	-3	9	0	-27
COc1cc(S(=O)(=O)N2CCN(c3ccccc3)CC2)ccc1F	16	12	-2	-18	-3	10	0	8	6	13	-13
Cc1cc(C)c(S(=O)(=O)c2ccccc2C)c(OCCO)n1	1	-12	-3	-4	-5	12	2	1	11	-7	1
O=C(COc1ccccc1)Nc1nccs1	-119	-56	13	18	5	-105	-99	-3	-95	-10	-3
COC(=O)CCN(C(=O)c1ccc2c(c1)OCO2)c1ccccn1	7	9	-3	3	-18	7	2	6	13	5	-7

Shown as a hit in NR2F2 inh, among the entries above:
Compound,SRC3 inh,NR2F2 inh,EBV LMP1 NFkB,TWEAK-Fn14 inh,TLR9-MyD88 block,NR5A2 inv ag,SRC1 inh,NOD2-RIPK2 inh,NCOA2 inhibitor
CCOc1ccc(S(=O)(=O)NCc2ccncc2)cc1,6,70*,-2,25,7,47,9,-2,10

Copied from the list:
CC(=O)Oc1ccc(-c2csc(Nc3cccnc3)n2)cc1 in TROY NFkB inh → -20
CSc1nsc(SCC(=O)Nc2ccc(F)cc2F)n1 in SRC3 inh → -56

Six of the entries above in order of their number in NR5A2 inv ag, lowest first:
compound,SRC3 inh,NR2F2 inh,EBV LMP1 NFkB,TWEAK-Fn14 inh,TLR9-MyD88 block,NR5A2 inv ag,SRC1 inh,NOD2-RIPK2 inh,NCOA2 inhibitor
CCOCCCNS(=O)(=O)c1cc2[nH]c3c(c2cc1C)C(=O)CC(C)(C)C3,2,19,7,15,2,-11,2,-16,19
O=C(NCCc1cccs1)C1CCC(=O)N(CCc2cccc(F)c2)C1 (centres undefined),-4,-10,0,3,-6,4,10,4,17
O=C1CN(C(=O)COC(=O)c2ccc(N3CCCCCC3)c([N+](=O)[O-])c2)c2ccccc2N1,14,3,6,-6,7,5,-27,13,-13
CC(C)C(NC(=O)c1ccc(Cl)c([N+](=O)[O-])c1)C(=O)NCc1ccccn1 (centres undefined),3,18,5,-12,9,6,-6,1,-14
COc1ccc(C(=O)Nc2ccc(O)c3c(=O)cc(-c4cccc(Cl)c4)oc23)cc1,-5,-12,3,36,-3,7,-13,-10,0
CCOc1ccc(S(=O)(=O)NCc2ccncc2)cc1,6,70*,-2,25,7,47,9,-2,10
